Cdc42 wt GTP: human Cdc42 wildtype GTP binding change, either direction; GST-Cdc42 beads, Bodipy-GTP binding, flow cytometry; actives lie on both sides; 190,000 tested, 0.2% active; P60953; AID 761; percent activity (GTP binding), % at 10 µM;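 active = percent activity GTP binding at least 20 points away from the 100% baseline, either down as inhibitor or up as activator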;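 note: median bead fluorescence of bound Bodipy-FL-GTP at 100 nM; 0% = excess unlabeled GTP control and 100% = no compound control; below 100% means less GTP binding so inhibitor and above means activator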
Target sequence (P60953 whole entry, looked up): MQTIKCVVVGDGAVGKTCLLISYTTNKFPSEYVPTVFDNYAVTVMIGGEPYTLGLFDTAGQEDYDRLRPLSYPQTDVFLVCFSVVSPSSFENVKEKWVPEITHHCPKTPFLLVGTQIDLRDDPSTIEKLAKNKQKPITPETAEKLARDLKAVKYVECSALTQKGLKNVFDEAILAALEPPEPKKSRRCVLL
Rab2 wt GTP: changes GTP binding to wildtype dog Rab2A, up or down; GST-Rab2 wt beads, Bodipy-GTP binding, flow cytometry; GTP binding activity, % at 10 µM; 190,000 tested, 0.19% active;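 active = GTP binding activity at least 20 points away from 100%, either lowered or raised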;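 note: 0% = beads with excess unlabeled GTP and 100% = no-compound control corrected for plate trend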
HRas wt GTP: modulators of GTP binding to human HRas wildtype; P01112; GST-Ras wt beads, Bodipy-FL-GTP binding, flow cytometry; actives lie on both sides; GTP binding activity, % at 10 µM; 190,000 tested, 0.14% active; AID 759;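 active = GTP binding activity at least 20% away from the 100% baseline, either lowered as inhibitor or raised as activator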;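 note: 0% = unlabeled GTP competition control and 100% = no-compound control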
Target sequence (P01112 whole entry, looked up): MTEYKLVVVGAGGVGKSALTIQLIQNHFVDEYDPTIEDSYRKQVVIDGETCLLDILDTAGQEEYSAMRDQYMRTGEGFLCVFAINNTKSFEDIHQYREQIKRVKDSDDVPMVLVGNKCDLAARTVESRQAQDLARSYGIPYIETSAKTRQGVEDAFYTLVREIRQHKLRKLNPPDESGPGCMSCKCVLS
Rac1 wt GTP bind: modulators of human Rac1 wildtype GTP binding; P63000; 190,000 tested, 0.27% active; GTP binding activity (% of control), % at 10 µM; AID 757; GST-Rac1 beads, fluorescent GTP binding, flow cytometry; actives lie on both sides; 0 = cold GTP competed, 100 = untreated;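 active = GTP binding activity at least 20 points away from the 100% control level, either lower or higher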
Bim-Bcl-W: human Bim-Bcl-W interaction inhibition | Q92843 | bead-based flow cytometry, Bim peptide-Bcl-W binding | inhibition, % at 10 µM | 190,000 tested, 0.02% active;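 note: 0% = bound tracer without compound and 100% = peptide blocker; higher means less fluorescent Bim peptide bound to Bcl-W beads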
Target sequence (Q92843 whole entry, looked up): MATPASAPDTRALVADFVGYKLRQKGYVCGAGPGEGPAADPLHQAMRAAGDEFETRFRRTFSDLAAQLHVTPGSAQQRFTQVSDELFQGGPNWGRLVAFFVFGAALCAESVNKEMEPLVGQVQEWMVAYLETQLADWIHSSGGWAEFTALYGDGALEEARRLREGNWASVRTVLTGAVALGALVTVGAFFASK
Rac1 act GTP bind: human Rac1 activated mutant GTP binding change; P63000; GST-Rac1 activated beads, fluorescent GTP binding, flow cytometry; actives lie on both sides; 100% means binding = to untreated wells; percent activity (GTP binding), % at 10 µM; 190,000 tested, 0.11% active;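 active = GTP binding at least 20 percentage points away from the 100% baseline, in either direction, so actives lie on both sides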
Rab7 wt GTP bind: dog Rab7 wildtype GTP binding, inhibitors and activators. GST-Rab7 beads, fluorescent GTP binding, flow cytometry; actives lie on both sides; untreated = 100%, excess cold GTP = 0%. GTP binding activity (percent of control), % at 10 µM. 190,000 tested, 0.055% active. AID 758;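 active = fluorescent GTP binding to Rab7 beads changed by at least 20 points from the 100% baseline, either direction, mostly lower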;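 note: median green fluorescence of bound Bodipy-FL-GTP per Rab7 bead population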
Bcl-B Bim block: disrupts Bim peptide binding to human Bcl-B; bead-based flow cytometry; inhibition, % at 10 µM; 190,000 tested, 0.073% active;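 note: 0% = tracer peptide without compound and 100% = reference inhibitor peptide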
Bcl-XL Bim block: inhibitors of Bim-Bcl-XL interaction, human; inhibition, % at 10 µM; AID 1007; 190,000 tested, 0.04% active; Bim peptide-Bcl-XL binding, bead flow cytometry, fluorescence
Target sequence (Q07817 whole entry, looked up): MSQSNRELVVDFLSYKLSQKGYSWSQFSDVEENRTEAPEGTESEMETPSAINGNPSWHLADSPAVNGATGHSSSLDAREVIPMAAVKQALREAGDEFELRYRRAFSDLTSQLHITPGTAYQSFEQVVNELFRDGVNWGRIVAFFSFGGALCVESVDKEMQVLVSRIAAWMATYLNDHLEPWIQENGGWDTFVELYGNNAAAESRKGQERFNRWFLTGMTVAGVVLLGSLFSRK
Bcl-2 Bim block: inhibitors of Bim-Bcl-2 interaction, human; Bead-based flow cytometry, Bim peptide-Bcl-2 binding; inhibition, % at 10 µM; 190,000 tested, 0.06% active; AID 950; in the data active = inhibition above about 40%;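 note: 0% = no compound wells with probe peptide and 100% = reference peptide inhibitor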
Target sequence (P10415 whole entry, looked up): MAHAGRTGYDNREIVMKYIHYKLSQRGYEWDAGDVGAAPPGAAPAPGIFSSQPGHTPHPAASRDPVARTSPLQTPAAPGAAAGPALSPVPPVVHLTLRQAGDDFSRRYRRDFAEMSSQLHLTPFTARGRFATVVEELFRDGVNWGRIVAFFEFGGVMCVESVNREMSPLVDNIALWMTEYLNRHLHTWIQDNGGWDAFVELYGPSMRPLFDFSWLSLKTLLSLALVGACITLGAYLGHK
Bim-Bfl-1: inhibitors of Bim-Bfl-1 interaction, human; Q16548; Bead-based flow cytometry, Bim-Bfl-1 binding inhibition; inhibition, % at 10 µM; 190,000 tested, 0.12% active; AID 1008;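 note: 0% = wells without compound plus tracer and 100% = blocker peptide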
* = called active by the depositor. Cut-off read from the data, not from the text of the source, unless noted: active = inhibition above about 40%.

1. Cc1ccc(NC(=O)CSc2nnc(-c3cccnc3)n2CCN2CCCCC2)cc1
2. CC(C)OCCCNC(=O)CCN1C(=O)COc2ccccc21
3. O=C(Nc1ccccc1)c1cccnc1NCCc1ccccc1
4. COc1ccc(-c2cc(N3C(=O)Nc4ccccc4N3O)n[nH]2)cc1OC
5. COc1ccc(C(=O)NCC(=O)OCc2ccccc2F)cc1
6. O=C(CN1C(=O)NC2(CCc3ccccc3C2)C1=O)NCc1ccco1 (stereo not given)
7. CC(C)C(=O)N1CCN(c2c(Cl)cccc2[N+](=O)[O-])CC1
8. COc1ccc(C2C(C(=O)Nc3ccccn3)=C(C)Nc3ncnn32)c(OC)c1 (stereo not given)

Assay by compound,1,2,3,4,5,6,7,8
Cdc42 wt GTP,106,100,102,100,100,95,106,105
Rab2 wt GTP,104,97,96,99,100,95,105,101
HRas wt GTP,106,95,98,99,98,94,104,102
Rac1 wt GTP bind,106,98,103,100,97,97,106,105
Bim-Bcl-W,-1,0,-2,-1,0,0,-1,3
Rac1 act GTP bind,105,96,98,99,95,97,103,100
Rab7 wt GTP bind,103,94,97,98,103,95,101,99
Bcl-B Bim block,-6,-7,-5,0,-2,-4,-1,-4
Bcl-XL Bim block,-5,-9,0,-7,0,-3,-1,-2
Bcl-2 Bim block,2,-7,-8,0,4,-3,-2,-7
Bim-Bfl-1,1,-15,-10,1,-1,-7,-2,-9

9. CCn1nnnc1Oc1ccc(Cl)cc1
10. CCn1c(SCC(=O)c2ccc(OC)cc2)nnc1C(C)NC(=O)c1ccc(OC)cc1 (stereo not given)
11. O=S(=O)(c1ccccc1)c1cccc(S(=O)(=O)N2CCCCC2)c1
12. COc1ccc(CNC(=O)C(=O)NCC2OCCN2S(=O)(=O)c2ccc3c(c2)OCCO3)cc1 (stereo not given)
13. CCOC(=O)C(C(=O)NCc1ccc(C)cc1)c1ncc(C(F)(F)F)cc1Cl (stereo not given)
14. CN1CCN(c2nc(Nc3cccc(C(F)(F)F)c3)nc(N3CCOCC3)n2)CC1
15. Cc1ccc(NC(=O)CN2C(=O)S/C(=C\c3cc(C)n(-c4cccc(C(=O)O)c4)c3C)C2=O)cc1
16. CCCCOc1ccc(NC(=O)CSc2cccc3cccnc23)cc1

Assay by compound,9,10,11,12,13,14,15,16
Cdc42 wt GTP,101,104,100,101,104,106,87,97
Rab2 wt GTP,100,103,100,98,104,107,92,94
HRas wt GTP,99,103,100,97,104,106,92,96
Rac1 wt GTP bind,100,105,105,102,102,107,89,99
Bim-Bcl-W,0,-2,2,-1,-3,2,-5,-2
Rac1 act GTP bind,99,101,99,98,100,101,90,93
Rab7 wt GTP bind,102,103,101,94,97,106,98,98
Bcl-B Bim block,0,-5,-4,0,0,-13,1,-6
Bcl-XL Bim block,-2,-1,-3,-1,-1,-1,-5,-7
Bcl-2 Bim block,0,-5,-5,-1,-3,-10,-2,-12
Bim-Bfl-1,-3,-2,-10,0,0,-11,7,-12

17. Cc1ccc(NC(=O)C(C)Sc2nnc(-c3cccnc3)o2)cc1 (stereo not given)
18. COc1ccc2c(c1)-c1c(ssc1=S)C(C)(C)N2S(=O)(=O)c1ccc(C)cc1
19. COc1ccc([N+](=O)[O-])cc1NC(=O)C(C)OC(=O)c1ccccn1 (stereo not given)
20. Fc1ccc(COc2ccccc2CNCc2ccncc2)cc1
21. C/C(=N\Nc1cccc2cccnc12)c1ccc(N)cc1
22. CCOC(=O)c1sc2ncnc(N3CCN(C(=O)OCC)CC3)c2c1C
23. CCOc1ccccc1/C=N/NC(=O)CSc1n[nH]c(=O)[nH]c1=O
24. CCC1CCC2(CC1)NC(=O)N(CC(=O)c1c(C)[nH]c3ccccc13)C2=O (stereo not given)

Assay by compound,17,18,19,20,21,22,23,24
Cdc42 wt GTP,101,102,95,96,100,98,93,104
Rab2 wt GTP,104,99,97,97,100,96,94,96
HRas wt GTP,103,98,98,98,101,101,96,99
Rac1 wt GTP bind,105,105,98,100,102,97,93,103
Bim-Bcl-W,-2,4,0,-3,-1,-5,0,-8
Rac1 act GTP bind,98,99,95,100,99,96,93,99
Rab7 wt GTP bind,108,96,105,94,99,98,101,98
Bcl-B Bim block,0,4,-1,-7,0,-6,-3,-7
Bcl-XL Bim block,-3,-1,-1,-7,0,-5,-2,-2
Bcl-2 Bim block,-2,-6,-1,-3,-2,-5,-1,-9
Bim-Bfl-1,-2,-5,-4,-2,0,-6,-6,-10

25. Cc1nn(Cc2ccccc2Cl)c(C)c1NC(=O)NC12CC3CC(CC(C3)C1)C2
26. CCOC(=O)c1sc(NC(=O)c2ccc(S(=O)(=O)N(C)C)cc2)nc1C
27. CCOC(=O)CSc1nnc(CNC(=O)c2cccs2)n1Cc1ccccc1
28. Cc1ccccc1NC(=O)COC(=O)CCSc1ccccc1
29. COC(CN1CCc2c(C)nc3c(C#N)cnn3c21)OC
30. CCn1c(P(C)(=O)O)nc2cc(NC(=O)c3ccccc3Cl)ccc21
31. COc1cc2c(C#N)c(N3CCN(c4ccccc4OC)CC3)nc(N)c2c(N)n1
32. COc1cc(/C=C2\SC(=O)N(CCNC(=O)c3sc4cc(F)ccc4c3Cl)C2=O)cc(OC)c1OC

Assay by compound,25,26,27,28,29,30,31,32
Cdc42 wt GTP,99,102,101,92,98,89,96,96
Rab2 wt GTP,102,103,102,91,102,91,95,97
HRas wt GTP,101,102,103,90,99,90,95,96
Rac1 wt GTP bind,101,104,104,96,97,95,96,95
Bim-Bcl-W,-3,0,-2,0,2,-1,-1,-5
Rac1 act GTP bind,101,99,98,92,95,95,96,95
Rab7 wt GTP bind,102,102,98,95,101,92,94,103
Bcl-B Bim block,-3,-2,-5,-1,8,0,-1,-10
Bcl-XL Bim block,-7,-1,-4,-2,0,-3,2,-2
Bcl-2 Bim block,-1,0,-8,-2,-1,-1,0,-2
Bim-Bfl-1,-3,-1,-15,-2,-4,-5,-3,-3

9 entries out of the list, ordered by SMILES length, rising.
2. CC(C)OCCCNC(=O)CCN1C(=O)COc2ccccc21
22. CCOC(=O)c1sc2ncnc(N3CCN(C(=O)OCC)CC3)c2c1C
6. O=C(CN1C(=O)NC2(CCc3ccccc3C2)C1=O)NCc1ccco1 (stereo not given)
23. CCOc1ccccc1/C=N/NC(=O)CSc1n[nH]c(=O)[nH]c1=O
26. CCOC(=O)c1sc(NC(=O)c2ccc(S(=O)(=O)N(C)C)cc2)nc1C
8. COc1ccc(C2C(C(=O)Nc3ccccn3)=C(C)Nc3ncnn32)c(OC)c1 (stereo not given)
14. CN1CCN(c2nc(Nc3cccc(C(F)(F)F)c3)nc(N3CCOCC3)n2)CC1
25. Cc1nn(Cc2ccccc2Cl)c(C)c1NC(=O)NC12CC3CC(CC(C3)C1)C2
32. COc1cc(/C=C2\SC(=O)N(CCNC(=O)c3sc4cc(F)ccc4c3Cl)C2=O)cc(OC)c1OC

Assay by compound,2,22,6,23,26,8,14,25,32
Cdc42 wt GTP,100,98,95,93,102,105,106,99,96
Rab2 wt GTP,97,96,95,94,103,101,107,102,97
HRas wt GTP,95,101,94,96,102,102,106,101,96
Rac1 wt GTP bind,98,97,97,93,104,105,107,101,95
Bim-Bcl-W,0,-5,0,0,0,3,2,-3,-5
Rac1 act GTP bind,96,96,97,93,99,100,101,101,95
Rab7 wt GTP bind,94,98,95,101,102,99,106,102,103
Bcl-B Bim block,-7,-6,-4,-3,-2,-4,-13,-3,-10
Bcl-XL Bim block,-9,-5,-3,-2,-1,-2,-1,-7,-2
Bcl-2 Bim block,-7,-5,-3,-1,0,-7,-10,-1,-2
Bim-Bfl-1,-15,-6,-7,-6,-1,-9,-11,-3,-3

Other structures.
33. Cc1nnc(SCC(=O)Nc2ccc3c(c2)OCO3)[nH]c1=O
34. CCS(=O)(=O)N1CCCC(C(=O)c2ccc(OC)cc2C)C1 (stereo not given)
35. Cc1csc(SCC(=O)c2c(N)n(CC(C)C)c(=O)n(C)c2=O)n1
36. O=Cc1ccc(-n2cccn2)cc1
37. CCOC(=O)c1ccc(OS(=O)(=O)c2ccccc2)c(OC)c1
38. O=C(NCCCCNC(=O)c1c(F)c(F)c(F)c(F)c1F)c1c(F)c(F)c(F)c(F)c1F
39. O=C(CSc1cccc(C(F)(F)F)c1)Nc1cc(S(=O)(=O)N2CCCC2)ccc1Cl
40. COc1ccc2c(c1)-c1nc(/N=C/c3ccc(O)c(OC)c3)sc1CC2

Assay by compound,33,34,35,36,37,38,39,40
Cdc42 wt GTP,99,95,101,98,99,104,99,96
Rab2 wt GTP,96,96,103,99,100,103,99,96
HRas wt GTP,95,99,100,96,99,102,100,96
Rac1 wt GTP bind,95,98,105,101,100,107,102,98
Bim-Bcl-W,0,8,-5,0,-2,0,0,-1
Rac1 act GTP bind,93,95,100,100,98,99,100,97
Rab7 wt GTP bind,98,103,105,95,96,103,99,98
Bcl-B Bim block,-3,0,-7,-6,-4,-5,-4,-5
Bcl-XL Bim block,-2,2,-7,-5,-7,-2,-4,-1
Bcl-2 Bim block,-3,0,-8,-1,-10,-6,1,1
Bim-Bfl-1,-5,2,-12,-8,-11,-13,2,2

41. COc1ccc(-c2nn3c(COc4ccccc4)nnc3s2)cc1OC
42. Cc1ccc(C(=O)/C=C\Nc2ccc(C)c(C)c2)cc1
43. CC(=O)NC(CC(=O)NC(C)c1ccc(Cl)cc1Cl)c1ccccc1 (stereo not given)
44. COc1ccc(OCC(O)CN2C(=O)c3ccccc3S2(=O)=O)cc1 (stereo not given)
45. Cc1csc(-c2coc3cc(O)cc(C)c3c2=O)n1
46. COc1ccc(CCNc2cc(-c3ccccc3)nc3ncnn23)cc1
47. Cc1ccc(C(=O)O)cc1N1C(=O)c2cccc3cc(Br)cc(c23)C1=O
48. Cc1ccc2nc(-c3cccnc3)oc2c1

Assay by compound,41,42,43,44,45,46,47,48
Cdc42 wt GTP,100,99,95,100,98,97,98,101
Rab2 wt GTP,100,100,95,99,98,99,95,101
HRas wt GTP,101,101,97,98,98,98,97,101
Rac1 wt GTP bind,99,103,97,98,97,99,96,102
Bim-Bcl-W,-1,-4,1,1,2,0,0,1
Rac1 act GTP bind,97,99,95,98,97,96,97,98
Rab7 wt GTP bind,100,106,92,99,102,95,94,105
Bcl-B Bim block,-6,-5,-3,-5,-8,0,0,-1
Bcl-XL Bim block,0,-6,1,2,3,-1,1,0
Bcl-2 Bim block,-1,0,-1,-6,-10,-4,-1,0
Bim-Bfl-1,1,-1,-4,-9,-16,-2,0,0

49. CC(=O)N1c2ccccc2NC(=O)C1(C)C
50. COc1ccc(C(=O)NCC(=O)N2CCC(C)CC2)cc1OC
51. COc1ccc2nc(NC(=O)CSc3nc(SC)ns3)sc2c1
52. CCCC(=O)Nc1cc(OC)c(NC(=O)NC2CCCCC2)cc1OC
53. CSc1ccc(CN2CCN(C(C)C)C(CCO)C2)cc1 (stereo not given)
54. Cc1cc(C(=O)Nc2ccccc2N2CCOCC2)c2ccccc2n1

Assay by compound,49,50,51,52,53,54
Cdc42 wt GTP,99,102,104,96,97,100
Rab2 wt GTP,104,101,99,96,98,100
HRas wt GTP,102,100,101,98,97,100
Rac1 wt GTP bind,107,104,104,98,99,102
Bim-Bcl-W,-3,-1,-11,-1,-1,0
Rac1 act GTP bind,98,98,99,94,95,98
Rab7 wt GTP bind,103,101,100,97,98,100
Bcl-B Bim block,-10,-11,-15,-10,-3,-8
Bcl-XL Bim block,-7,-12,-14,-4,0,-1
Bcl-2 Bim block,-11,-13,-5,-10,-1,-8
Bim-Bfl-1,-18,-21,-7,-18,-5,-12

Compound activity (PubChem)
